# Bioassay records as filed in PubChem.
# Tb PFK block = qHTS Assay to Find Inhibitors of T. brucei phosphofructokinase. T. brucei PFK, ADP-Glo luminescence. Potency, µM (top dose mostly 57.5 µM), without a hit: at the top dose activity, negative = inhibition, most hits filed as inhibitors. 0.17% of 330,000 active. AID 485367, 2010;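 further: potency means the concentration at half of the fitted maximal effect; 0% = uninhibited 1x PFK enzyme wells and -100% = no-enzyme wells; nearly all actives have a fitted effect of over 60% in size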
#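 Luminescent ADP detection (ADP-Glo, two-step: ATP depletion then ADP-to-ATP conversion for luciferase) reported PFK activity after 45 min room-temperature reaction of 1.25 nM enzyme with 0.5 mM F6P and 0.1 mM ATP at pH 8.0.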
# BRCA1 expr act = qHTS Assay to Identify Small Molecule Activators of BRCA1 Expression | MCF7-BRCA1-FFLuc reporter, luminescence, 48 h; response scale: scaled: vehicle 0%, 10 µM genistein 100% | Potency, µM (highest dose often 46.1 µM), without a hit: top-dose activation, hits mostly activators | 1.1% of 380,000 active | AID 624202, 2012; further: potency means the concentration at half of the fitted maximal effect; nearly all actives have a fitted effect of over 80% in size; some results filed as inactive show a strong effect at the top dose
#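 Activators of BRCA1 expression were detected as increased firefly luciferase luminescence in engineered MCF7 cells after 48 h compound incubation. Signals were scaled to genistein 10 microM as full activation.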
# TRPV1 ag = HTS Assay for Compounds that Act as Agonists of the Vanilloid Receptor 1 | TRPV1-expressing cells, Fluo-8 calcium influx, agonist mode | 0.19% of 320,000 active | activation, % at 8.33 µM; in the data active means activation above about 80%; inconclusive means between about 30% and that limit; further: 0% is about no effect
#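 Fluo-8 calcium influx in TRPV1-expressing cells, kinetic read (ex 480/em 520 nm). Compound added and read 3 min for agonist activity, followed by capsaicin at EC20 final and 2 min further read for enhancement.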
# ELG1 repair inh = qHTS screen for small molecules that inhibit ELG1-dependent DNA repair in human embryonic kidney (HEK293T) cells expressing luciferase-tagged ELG1; HEK293T ELG1-luciferase reporter, luminescence, 16 h; DNA damage induced by 5-fluorouridine; 2.3% of 330,000 active; Potency, µM (doses to about 46.1 µM), for the others: at the highest dose activity change, negative = inhibition, actives largely listed as inhibitors; AID 504467, 2011; further: potency means the concentration at half of the fitted maximal effect; on the % scale 0 is the no-effect control and ±100 the full control effect; nearly all actives have a fitted effect of over 55% in size
#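 Quantitative HTS, concentration-response format. 2,000 cells/well co-treated with 5-fluorouridine and compound, 16 hr in 5% CO2 at 37 °C; ONE-Glo luminescence read after 30 min.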
# RORgamma inh = qHTS for inhibitors of ROR gamma transcriptional activity | Nuclear receptor ROR-gamma (Mus musculus), P51450 | Drosophila S2 Gal4-RORgamma UAS-luciferase reporter, 20 h | Potency, µM (highest dose often 53.6 µM), without a hit: at the top dose activity change, negative = inhibition, actives largely listed as inhibitors | 5.4% of 310,000 active; further: potency means the concentration at half of the fitted maximal effect; on the % scale 0 is the no-effect control and ±100 the full control effect; nearly all actives have a fitted effect of over 60% in size
#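 Using a luciferase readout, inhibitors were identified by reduced reporter activity in Drosophila cells coexpressing a copper-inducible Gal4–ROR gamma fusion and UAS-driven Photinus luciferase, incubated 20 hr after 700 uM copper sulfate.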
# VP16 counter = VP16 counterscreen qHTS for inhibitors of ROR gamma transcriptional activity; AID 2546, 2010; Potency, µM (highest dose often 53.6 µM), without a hit: top-dose activity, negative = inhibition, usual class: inhibitors; 3.5% of 310,000 active; Drosophila S2 Gal4-VP16 UAS-luciferase, luminescence, 20 h;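 further: Gal4-VP16 expression switched on by copper sulfate through the metallothionein promoter; potency means the concentration at half of the fitted maximal effect; on the % scale 0 is the no-effect control and ±100 the full control effect; nearly all actives have a fitted effect of over 50% in size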
# p53 reactivation = qHTS assay for re-activators of p53 using a Luc reporter | H1299 p53-A138V BP100-luciferase reporter, luminescence, 24 h | Potency, µM (doses to about 92.2 µM), for the others: top-dose activity change, positive = activation, usual class: activators | 0.063% of 320,000 active | AID 504706, 2011; further: potency means the concentration at half of the fitted maximal effect; % of control where 0% means no effect; nearly all actives have a fitted effect of over 45% in size
#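 p53-null H1299 cells stably carrying temperature-sensitive p53-A138V and a BP100-luciferase reporter were pinned with compounds (4-point, 1:5 series) and held 24 hrs at 37 deg C. Luminescence was read 10 min after detection reagent.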
# ELG1 genotoxic = qHTS screen for small molecules that induce genotoxicity in human embryonic kidney (HEK293T) cells expressing luciferase-tagged ELG1; HEK293T ELG1-luciferase reporter, luminescence, 16 h; Potency, µM (titrated, usually from 46 µM), for inactives: at the top dose activity change, positive = activation, usual class: activators; 1.3% of 330,000 active; AID 504466, 2011; further: potency means the concentration at half of the fitted maximal effect; % of control where 0% means no effect; nearly all actives have a fitted effect of over 60% in size
#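 After overnight (16 hr) compound treatment at 37 °C, ELG1-luciferase HEK293T cells were lysed with ONE-Glo; luminescence quantified 30 min later at room temperature.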
# FLuc counter = qHTS profiling assay for firefly luciferase inhibitor/activator using purifed enzyme and Km concentrations of substrates (counterscreen for miR-21 project); Potency, µM (highest dose often 57.5 µM), inactives show at the highest dose activity change, negative = inhibition, actives largely listed as inhibitors; 6.9% of 360,000 active; purified FLuc, Km substrates, luminescence inhibition; Luciferin 4-monooxygenase (Photinus pyralis), P08659;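 further: potency means the concentration at half of the fitted maximal effect; plate controls were vehicle for no effect and reference inhibitor for full effect; nearly all actives have a fitted effect of over 55% in size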
# Target sequence (P08659 whole entry, looked up): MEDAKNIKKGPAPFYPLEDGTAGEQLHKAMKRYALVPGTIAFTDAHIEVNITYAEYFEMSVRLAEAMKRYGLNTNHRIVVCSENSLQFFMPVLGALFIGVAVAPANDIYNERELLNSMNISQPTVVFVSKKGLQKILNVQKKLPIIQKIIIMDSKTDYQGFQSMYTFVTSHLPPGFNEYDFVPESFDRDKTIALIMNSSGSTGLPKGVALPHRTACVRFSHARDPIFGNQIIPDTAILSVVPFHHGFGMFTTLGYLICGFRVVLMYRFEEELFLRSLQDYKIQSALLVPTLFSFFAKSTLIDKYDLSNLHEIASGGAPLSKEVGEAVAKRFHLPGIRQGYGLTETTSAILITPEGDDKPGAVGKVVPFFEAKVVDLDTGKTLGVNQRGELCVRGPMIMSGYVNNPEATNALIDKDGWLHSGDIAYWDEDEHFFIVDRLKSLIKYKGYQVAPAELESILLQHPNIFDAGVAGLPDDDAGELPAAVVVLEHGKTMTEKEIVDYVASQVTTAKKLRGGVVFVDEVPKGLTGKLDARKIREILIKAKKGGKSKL
#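 Purified P. pyralis luciferase, 10 nM final, with Km-level 10 uM D-luciferin and 10 uM ATP in 50 mM Tris acetate pH 7.5, 10 mM Mg acetate, 0.01% Tween-20, 0.05% BSA; 6-point qHTS titration about 60 µM downward; luminescence read.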
# NPC1 prom act = qHTS Assay for NPC1 Promoter Activators. Potency, µM (top dose mostly 9.22 µM), for the others: at the highest dose activation, usual class: activators. 2.4% of 320,000 active. Huh7 NPC1 promoter luciferase reporter, 24 h;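 further: potency means the concentration at half of the fitted maximal effect; % of control where 0% means no effect; nearly all actives have a fitted effect of over 60% in size; reporter is driven by a mutant NPC1 promoter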
#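 Compounds in DMSO were transferred onto Huh7 NPC1-luciferase reporter cells pre-incubated 2 h; after 24 h at 37 °C, Amplite reagent was dispensed and luminescence recorded 10 min later.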
# Rab9 promoter act = qHTS Assay for Rab9 Promoter Activators. Huh7 Rab9 promoter-luciferase reporter, luminescence, 24 h. Potency, µM (doses to about 9.22 µM), for the others: top-dose activation, negative = inhibition, actives largely listed as activators. 2.8% of 320,000 active. AID 485297, 2010; further: potency means the concentration at half of the fitted maximal effect; % of control where 0% means no effect; nearly all actives have a fitted effect of over 60% in size
#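 Luminescence read-out: Huh7 cells stably expressing Rab9-luciferase, treated 24 h with compound at 37 °C, then lysed with luciferase reagent for 10 min at ambient before reading.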
# * = called active by the depositor; ? = inconclusive; / = no result given. Unless noted, the call rests on the fitted dose curve; in most records, active means well fitted curve in the direction sought with a large enough effect; inconclusive means small, poorly fitted or top-dose-only effect, or another doubt; inactive means no such curve, though single readings can be large; an effect the other way counts as inactive or inconclusive. Outcome played no part in choosing rows. Share with any hit: about 15%.
no.	structure	Tb PFK block	BRCA1 expr act	TRPV1 ag	ELG1 repair inh	RORgamma inh	VP16 counter	p53 reactivation	ELG1 genotoxic	FLuc counter	NPC1 prom act	Rab9 promoter act
1	CCO[C@H]1OC(C(=O)N2CCN(Cc3ccccc3)CC2)=C[C@@H](c2cn(C(C)=O)c3ccccc23)[C@@H]1CCCO	2%	0%	11	?	?	1%	-4%	-9%	1%	-3%	-4%
2	CCCCNc1nc(-c2ccccc2)nc(-n2ccnc2)n1	-11%	-29%	-6	17%	?	2%	6%	6%	0%	3%	-2%
3	COc1cc(-c2nc(-c3ccc(NC(=O)c4ccc5c(c4)OCO5)cc3)no2)cc(OC)c1OC	0%	26%	?	?	26%	?	15%	13µM*	?	2%	-1%
4	Fc1ccccc1CNc1nc(-c2cccnc2)nc2ccccc12	7%	-24%	22	?	?	-14%	-7%	-5%	-3%	2%	1%
5	Cn1c(N)c(N2CCCCC2)c(=O)n(CC(=O)Nc2cccc(C#N)c2)c1=O	-1%	-18%	/	1%	/	/	-4%	4%	/	/	/
6	CCOC(=O)c1ccc(Nc2nc(C)cc(C)c2C#N)cc1	0%	-37%	13	?	-26%	1%	-5%	0%	-8%	0%	-12%
7	Cn1c(N2CCC(C(N)=O)CC2)nc2c1c(=O)n(Cc1ccc(Cl)cc1)c(=O)n2C	1%	-11%	4	-16%	8%	-4%	-7%	1%	4%	-2%	-3%
8	Cn1c(=O)cc(OCCCC(=O)N2CCN(c3ccccc3)CC2)c2ccccc21	-5%	-29%	?	5%	-3%	-6%	2%	4%	0%	-4%	-3%
9	CCOc1cc(/C=C2\C(=O)N(c3cccc(C(F)(F)F)c3)C(=O)c3ccccc32)ccc1O	10%	-10%	-7	6%	9%	?	-11%	12%	-20%	-1%	1%
10	CCN(CC)S(=O)(=O)c1ccc(-c2cn3ccc(C)cc3n2)cc1	3%	3.5µM*	19	?	9%	4%	/	?	2.4µM*	1.3µM*	2.2µM*
11	O=C(CSc1nnc(CNC(=O)c2c(F)cccc2F)o1)NCc1ccccc1	-7%	-1%	0	8%	4%	-12%	5%	1%	2%	-4%	6%
12	O=C(Nc1ccc(Cl)cc1-c1nc2ccccc2s1)c1ccco1	-13%	-56%	2	17%	25%	3%	18%	0%	-10%	9%	-4%
13	Cc1snc(SCC(=O)c2ccc([N+](=O)[O-])cc2)c1C#N	?	8%	3	?	-122%	-2%	?	11%	?	?	?
14	CCNCc1cc([N+](=O)[O-])ccc1OCC	2%	3%	1	2%	-25%	-16%	8%	1%	2%	-1%	0%
15	COc1ccc(NC(=O)COC(=O)Cc2ccsc2)c(OC)c1	-3%	6%	/	3%	/	/	-4%	3%	/	/	/
16	C=CCN1C=C2C(=O)C(C)(OC(=O)c3cccs3)C(=O)C=C2C=C1CCCC(=O)OC (stereo not given)	-2%	0%	-2	0%	7%	4%	-1%	0%	-4%	-3%	-9%
17	CC/C(=N/OC(=O)c1cccc(C)c1)C(=O)c1cccs1	-2%	18%	19	0%	-14%	-4%	2%	3%	?	-11%	-5%
18	C=CCCC(=O)Nc1nc(C)c(-c2csc(Nc3cccc(OC)c3)n2)s1	-1%	-37%	1	15µM*	?	?	8%	1%	?	-3%	-10%
19	COc1ccc(C(=O)c2ccccc2Cl)cc1OC	1%	-10%	-1	11%	2%	-12%	-2%	5%	-1%	-3%	-8%
20	Cc1c(CN2CCC(n3nccc3NC(=O)c3cccc(F)c3)CC2)cnn1C	-2%	-9%	-3	?	-1%	-1%	4%	2%	1%	2%	13%

# Grouped by structure, those above with a Cl atom (three)
no.	structure	Tb PFK block	BRCA1 expr act	TRPV1 ag	ELG1 repair inh	RORgamma inh	VP16 counter	p53 reactivation	ELG1 genotoxic	FLuc counter	NPC1 prom act	Rab9 promoter act
7	Cn1c(N2CCC(C(N)=O)CC2)nc2c1c(=O)n(Cc1ccc(Cl)cc1)c(=O)n2C	1%	-11%	4	-16%	8%	-4%	-7%	1%	4%	-2%	-3%
12	O=C(Nc1ccc(Cl)cc1-c1nc2ccccc2s1)c1ccco1	-13%	-56%	2	17%	25%	3%	18%	0%	-10%	9%	-4%
19	COc1ccc(C(=O)c2ccccc2Cl)cc1OC	1%	-10%	-1	11%	2%	-12%	-2%	5%	-1%	-3%	-8%

# Arranged by SMILES length (largest number first): part of the list above
no.	structure	Tb PFK block	BRCA1 expr act	TRPV1 ag	ELG1 repair inh	RORgamma inh	VP16 counter	p53 reactivation	ELG1 genotoxic	FLuc counter	NPC1 prom act	Rab9 promoter act
13	Cc1snc(SCC(=O)c2ccc([N+](=O)[O-])cc2)c1C#N	?	8%	3	?	-122%	-2%	?	11%	?	?	?
12	O=C(Nc1ccc(Cl)cc1-c1nc2ccccc2s1)c1ccco1	-13%	-56%	2	17%	25%	3%	18%	0%	-10%	9%	-4%
19	COc1ccc(C(=O)c2ccccc2Cl)cc1OC	1%	-10%	-1	11%	2%	-12%	-2%	5%	-1%	-3%	-8%

# Profiles from above:
# `Cc1c(CN2CCC(n3nccc3NC(=O)c3cccc(F)c3)CC2)cnn1C` is listed as Tb PFK block = -2%; BRCA1 expr act = -9%; TRPV1 ag = -3; ELG1 repair inh = ?; RORgamma inh = -1%; VP16 counter = -1%; p53 reactivation = 4%; ELG1 genotoxic = 2%; FLuc counter = 1%; NPC1 prom act = 2%; Rab9 promoter act = 13%
# `CCO[C@H]1OC(C(=O)N2CCN(Cc3ccccc3)CC2)=C[C@@H](c2cn(C(C)=O)c3ccccc23)[C@@H]1CCCO` is listed as Tb PFK block = 2%; BRCA1 expr act = 0%; TRPV1 ag = 11; ELG1 repair inh = ?; RORgamma inh = ?; VP16 counter = 1%; p53 reactivation = -4%; ELG1 genotoxic = -9%; FLuc counter = 1%; NPC1 prom act = -3%; Rab9 promoter act = -4%
